Screening results (PubChem)
TRb-SRC2 inh – inhibitors of human thyroid hormone receptor beta-SRC2 interaction; AID 1469; TRbeta-SRC2 peptide binding, fluorescence polarization; receptor liganded with 1 µM T3; Potency, µM (doses to about 106 µM), inactives show at the highest dose activity change, negative = inhibition, most hits filed as inhibitors; 0.065% of 280,000 active; P10828;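 further: plate controls were bound peptide for no effect and peptide without receptor for full effect; nearly all actives have a fitted effect of over 50% in size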
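TRb LBD 0.6 uM + Texas Red SRC2 peptide 20 nM, 1 uM T3, Tris buffer w/ 5% DMSO; compound pinned, 5 h RT; FP read ex 555/em 632; normalized to unbound and bound controls.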
KDM4E inh – JMJD2E (human) inhibition. JMJD2E catalytic domain, FDH-coupled NADH fluorescence (FDH is formaldehyde dehydrogenase). Potency, µM (doses to about 57.1 µM), for inactives: at the top dose activity change, negative = inhibition, actives largely listed as inhibitors. 1.6% of 230,000 active. AID 2147; active means well fitted inhibition curve with a large enough effect, not every such curve was filed as active; inconclusive means small, poorly fitted or top-dose-only effect, or another doubt; inactive means no such curve, though single readings can be large or run the other way;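 further: 0% = wells with enzyme and -100% = buffer wells without enzyme; nearly all actives have a fitted effect of over 50% in size; many of its hits are not listed in these tables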
Target sequence (B2RXH2 1-337 limits assumed): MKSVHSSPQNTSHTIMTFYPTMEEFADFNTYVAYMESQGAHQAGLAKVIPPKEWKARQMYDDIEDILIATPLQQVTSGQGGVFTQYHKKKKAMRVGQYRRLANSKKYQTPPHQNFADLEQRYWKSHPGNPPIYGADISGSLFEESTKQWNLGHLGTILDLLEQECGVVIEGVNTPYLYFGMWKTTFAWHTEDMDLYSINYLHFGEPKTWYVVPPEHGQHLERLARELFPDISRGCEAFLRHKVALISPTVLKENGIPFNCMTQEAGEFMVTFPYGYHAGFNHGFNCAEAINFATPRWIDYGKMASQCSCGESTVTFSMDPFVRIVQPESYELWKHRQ
RGS12 GoLoco inh – blocks human Gai1 binding to RGS12 GoLoco peptide, red readout | P63096 | Gai1:RGS12 GoLoco peptide FP, rhodamine, 10 min | Potency, µM (highest dose often 61.6 µM), without a hit: at the top dose activity, negative = inhibition, hits mostly inhibitors | 0.44% of 230,000 active; active means well fitted inhibition curve with a large enough effect, not every such curve was filed as active; inactive means no such curve, though single readings can be large or run the other way; further: on the % scale 0 is the no-effect control and ±100 the full control effect; nearly all actives have a fitted effect of over 30% in size; many of its hits are not listed in these tables
RECQ1 inh – blocks DNA unwinding by human RECQ1 | P46063 | RECQ1 DNA unwinding, red fluorescence kinetic read | Potency, µM (doses to about 57.3 µM), for inactives: at the highest dose activity, negative = inhibition, actives largely listed as inhibitors | 0.54% of 240,000 active;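 further: plate controls were vehicle for no effect and no enzyme for full effect; nearly all actives have a fitted effect of over 30% in size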
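50 nM RECQ1T1 preincubated 15 min with compound in Tris pH 8.0 buffer with MgCl2, DTT, Tween-20 and 2.5 ug/ml poly(dI-dC); started with 200 nM TAMRA/BHQ-2 forked duplex and 2 mM ATP. Unwinding read as fluorescence (525/598 nm), two reads 2 h apart.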
Lamin A splicing – modulators of lamin A splicing; 0.01% of 200,000 active; HeLa LMNA splicing GFP/RFP minigene ratio, 48 h; Potency, µM (series often up to 46.1 µM), inactives show at the highest dose ratio change, negative = inhibition, most hits filed as inhibitors; AID 1487; active means well fitted inhibition curve with a large enough effect in the signal ratio, with a control signal flat, not every such curve was filed as active; inconclusive means small, poorly fitted or top-dose-only effect, or effect the other way, or a change in a side signal; the % refers to the signal ratio; further: on the % scale 0 is the no-effect control and ±100 the full control effect
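S3 HeLa stable clones carrying a lamin A-EGFP splicing minigene plus DsRed2 were seeded at 600 cells/well in Opti-MEM with 2% FBS, pin-dosed and incubated 48 h at 37°C. Acumen cytometry (488 nm) gave the GFP/RFP total-intensity ratio.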
TexasRed fluor – alters Texas Red total fluorescence, flagging assay interference; Potency, µM (top dose mostly 106 µM), for the others: at the top dose fluorescence change, negative = quenching; 0.29% of 280,000 active; TRb/SRC2 Texas Red total fluorescence interference; AID 1479; active means well fitted curve in either direction with a large enough effect; inconclusive means small, poorly fitted or top-dose-only effect; further: on the % scale 0 is the no-effect control and ±100 the full control effect
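Flags fluorescent or light-absorbing compounds by total fluorescence, S + 2P, at 555 nm excitation and 632 nm emission. Mixture: 20 nM Texas Red SRC2 peptide, 0.6 uM human TRb LBD, 1 uM T3, 5% DMSO; compound exposure 5 h at ambient temperature.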
ALDH1A1 block – ALDH1A1 (human) enzyme inhibition. P00352. Purified ALDH1A1, NADH fluorescence, propionaldehyde substrate. Potency, µM (top dose mostly 75.3 µM), for the others: top-dose activity, negative = inhibition, most hits filed as inhibitors. 7.3% of 220,000 active. AID 1030; active means well fitted inhibition curve with a large enough effect, not every such curve was filed as active; inconclusive means small, poorly fitted or top-dose-only effect, or another doubt; inactive means no such curve, though single readings can be large or run the other way;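 further: plate controls were no enzyme wells and a reference inhibitor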
Target sequence (P00352 whole entry, looked up): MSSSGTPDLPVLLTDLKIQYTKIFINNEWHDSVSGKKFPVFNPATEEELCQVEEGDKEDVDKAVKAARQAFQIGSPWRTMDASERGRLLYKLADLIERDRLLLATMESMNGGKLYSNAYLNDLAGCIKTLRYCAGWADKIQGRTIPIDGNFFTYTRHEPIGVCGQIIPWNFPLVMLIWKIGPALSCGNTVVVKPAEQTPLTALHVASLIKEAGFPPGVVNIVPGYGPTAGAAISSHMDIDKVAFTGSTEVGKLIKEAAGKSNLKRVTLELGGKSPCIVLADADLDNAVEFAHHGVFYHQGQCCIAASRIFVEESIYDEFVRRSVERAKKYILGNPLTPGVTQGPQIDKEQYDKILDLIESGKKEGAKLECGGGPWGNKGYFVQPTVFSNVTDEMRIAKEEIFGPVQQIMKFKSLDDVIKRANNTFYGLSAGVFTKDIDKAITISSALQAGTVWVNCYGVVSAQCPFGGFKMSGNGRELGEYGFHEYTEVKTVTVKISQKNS
SMN2 splice up – enhancers of SMN2 splice variant expression; HEK293 SMN2-luciferase splicing reporter, luminescence, 30-36 h; Potency, µM (titrated, usually from 46.1 µM), inactives show at the highest dose activity change, positive = activation, most hits filed as activators; 2.8% of 210,000 active; further: % of control where 0% means no effect; nearly all actives have a fitted effect of over 55% in size
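qHTS luciferase splicing reporter: luminescence rises when SMN2 exon 7 is included in transfected HEK293 cells. Compound exposure lasted 30-36 h at 37C, with 4.5 mM final sodium butyrate as control, followed by a ONE-Glo read.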
Numbers without * were called inactive; i = inactive; ? = inconclusive; . = no result given; ! = a repeat was not active; [ ] = remark or other dose. Unless noted, the call rests on the fitted dose curve; in most records, active means well fitted curve in the direction sought with a large enough effect; inconclusive means small, poorly fitted or top-dose-only effect, or another doubt; inactive means no such curve, though single readings can be large; an effect the other way counts as inactive or inconclusive. Potency means the concentration at half of the fitted maximal effect.

SMILES	TRb-SRC2 inh	KDM4E inh	RGS12 GoLoco inh	RECQ1 inh	Lamin A splicing	TexasRed fluor	ALDH1A1 block	SMN2 splice up
Cc1ccc(-c2ccc(=O)n(CC(=O)N3CCN(c4cccc(C)c4)C(C)C3)n2)cc1 (stereo not drawn)	-9%	-4%	11%	-5%	-2%	-2%	-7%	-27%
C/C(=N\N=C(N)N)c1ccc(Cl)cc1	-3%	9%	-7%	-6%	?	-1%	1%	-15%
Cc1ccc(-n2nc(C)c3cc(C(=O)O)sc32)cc1	-3%	?	11%	-1%	-3%	-1%	-12%	8%
O=c1[nH]c2ccccc2c(O)c1Cc1ccccc1	-6%	?	4%	i	1%[46 µM]	-4%	?	.
COc1cc(C(C)=O)ccc1OCC(O)CN(CCO)Cc1ccccc1 (stereo not drawn)	-5%	-7%	6%	-2%	-8%[46 µM]	-2%	-4%	5%
Cc1noc(/C=C/N(C)C)c1S(=O)(=O)N1CCCC(C(=O)NC(C)c2ccccc2)C1 (stereo not drawn)	8%	3%	36%[activator]	-1%	15%	1%	7.5µM*	12%
CC(=O)Oc1ccc(-c2cccc(C(=O)NCC(=O)O)c2)cc1	-9%	7%	1%	-2%	0%	-4%	-5%	-5%
C=CCc1cc(/C=N/n2cnnc2)cc(OCC)c1O	-7%	?	4%	i	-6%	-6%	?	0%
O=C(O)CC(C(=O)O)c1cn(Cc2ccccc2)c2ccccc12 (stereo not drawn)	-4%	-3%	-4%	i	0%	0%	11µM*	0%
O=C(CN1C(=O)C2CC=CCC2C1=O)NCc1ccc2c(c1)OCO2 (stereo not drawn)	2%	0%	.	i	0%	-2%	-15%	.
CC(=O)c1nc(N2C(=O)CC(Cc3cc(C)cc(C)c3)C2=O)sc1C (stereo not drawn)	-6%	11%	-8%	-8%	-16%	2%	-9%	-10%
O=C(CCNC(=O)Cn1ccc2ccccc2c1=O)NCc1ccc(F)cc1Cl	-5%	5%	7%	i	-4%[46 µM]	-4%	?	-15%
CC(=O)Nc1ccccc1NC(=O)C/C(C)=N/NC(=O)c1ccncc1	10%	10%	9%	9%	17%[46 µM]	-1%	3%	1%
Cc1cc(C)n(Cc2cc(C(=O)O)c3ccccc3n2)n1	-6%	-7%	-4%	i	.	1%	0%	-6%
COc1ccc(-n2nnnc2SCC(N)=O)cc1	-3%	-6%	-1%	-3%	15%	1%	1%	?
Nc1c(C(=O)Nc2ccccc2F)sc2nc(-c3ccco3)ccc12	8%	?	24%	5%	11%	-1%	?	-19%
O=C(COC(=O)c1ccc(S(=O)(=O)N2CCCC2)cc1)Nc1ccc(N2CCOCC2)cc1	1%	0%	36%[activator]	-7%	.	-2%	-11%	-14%
Cc1ccc(F)cc1S(=O)(=O)NCc1ccc(N2CCN(C)CC2)cc1	-5%	5%	-1%	0%	.	-3%	.	.
CCn1c(-c2nn(C)c(C)c2Cl)n[nH]c1=S	-3%	4%	0%	-4%	-10%	-2%	10%	-4%
CN(C)c1ncc2nc(-c3ccccc3)c(=O)n(C3CC3)c2n1	.	.	8%	-1%	.	.	?	6%
Cc1ncc([N+](=O)[O-])n1CCO	-5%	-7%	7%	16%	?	?	7.9µM*!	9%
S=C(Nc1ccc(Cl)cc1)c1nc2ccccc2s1	-3%	1%	-1%	-11%	-5%	-3%	12%	?
Cc1ccnc(SCC(=O)n2c3c(c4ccccc42)CC(C)CC3)n1 (stereo not drawn)	-5%	-2%	21%	-4%	6%	-4%	?	-21%
CCOc1cc(C(=O)NC)cc(OCC)c1OCC	-5%	-1%	-5%	10%	8%	2%	0%	-7%
O=C(CCC1CCCN(c2ncccn2)C1)NCc1ccccc1F (stereo not drawn)	-2%	?	1%	i	.	2%	?	.
CC1CCc2cc(F)ccc2N1C(=O)c1cnc2sccn2c1=O (stereo not drawn)	-9%	-9%	1%	-4%	-8%	-2%	-9%	7%
CC(=O)c1cccc(S(=O)(=O)N2CCC(n3nnc4cc(F)ccc43)CC2)c1	-12%	3%	8%	-9%	-7%	2%	?	-17%
O=C(c1ccccc1)N1CCN(C(=O)c2ccc([N+](=O)[O-])cc2)CC1	5%	7%	11%	-3%	-7%	-1%	2%	6%
O=C(CSc1ncnc2c1oc1ccccc12)NCc1ccco1	5%	-3%	51%[activator]	-5%	?	2%	11µM*	4%
Cc1ccc(-n2cc(CNC(C)c3cnn(C)c3C)c(-c3ccc(F)cc3)n2)cc1 (stereo not drawn)	-7%	-19%	9%	-1%	.	-5%	1%	.
O=C(COC(=O)CCC1CCCC1)Nc1ccccc1Sc1ccccc1	-4%	-10%	6%	-2%	?	0%	1%	-13%
C=C1CCC(O)C/C1=C\C=C1/CCCC2(C)C1CCC2C(C)/C=C/C(C)C(C)C (stereo not drawn)	-1%	-24%	2%	-7%	.	0%	4%	.
CCOC(=O)N1CCN(C2CC(=O)N(c3ccc(F)cc3)C2=O)CC1 (stereo not drawn)	6%	2%	3%	-4%	8%	-6%	0%	-1%
Cc1cc(-c2ccc(F)cc2)nc2cc(C(N)=O)nn12	3%	?	8%	-12%	19%	-5%	?	-3%
Nc1nonc1-n1nnc(C(=O)N/N=C/c2ccc(O)cc2)c1COc1ccc(F)cc1	5%	-2%	-2%	7%	.	-1%	.	.
CCOC(=O)C1(Cc2ccccc2C)CCCN(C(=O)c2cc(C3CC3)[nH]n2)C1 (stereo not drawn)	-2%	-5%	9%	i	.	-5%	-3%	.

2 compounds picked at random from the list so far, as already listed:
SMILES	TRb-SRC2 inh	KDM4E inh	RGS12 GoLoco inh	RECQ1 inh	Lamin A splicing	TexasRed fluor	ALDH1A1 block	SMN2 splice up
CC1CCc2cc(F)ccc2N1C(=O)c1cnc2sccn2c1=O (stereo not drawn)	-9%	-9%	1%	-4%	-8%	-2%	-9%	7%
C=C1CCC(O)C/C1=C\C=C1/CCCC2(C)C1CCC2C(C)/C=C/C(C)C(C)C (stereo not drawn)	-1%	-24%	2%	-7%	.	0%	4%	.

(next part)
SMILES	TRb-SRC2 inh	KDM4E inh	RGS12 GoLoco inh	RECQ1 inh	Lamin A splicing	TexasRed fluor	ALDH1A1 block	SMN2 splice up
CC(=O)Nc1ccc(S(=O)(=O)N[C@@H](C)C(=O)Nc2ccc(N3CCOCC3)cc2)cc1	-15%	2%	7%	-6%	-1%	0%	7%	3%
O=C(CSc1ccccc1)NCCCc1ccccc1	2%	7%	1%	i	-8%[46 µM]	-1%	-4%	20%
CN=c1scc(C)n1/N=C/c1cc(Br)c(O)c(Br)c1	-5%	?	6%	16%	-9%[46 µM]	-8%	4%	-15%
S=C(c1ccc(-c2ccc(Br)cc2)o1)N1CCCCC1	-4%	?	11%	-8%	-1%[46 µM]	5%	?	.
Cc1ccc2[nH]c(=O)c(CN(CCc3ccccc3)C(c3nnnn3Cc3ccco3)C(C)C)cc2c1 (stereo not drawn)	-1%	?	16%	-3%	.	-1%	.	.
CCn1nc(C(=O)OCC(=O)N2CC(=O)Nc3ccccc32)c2ccccc2c1=O	0%	0%	21%	i	-1%[46 µM]	0%	1%	1%
CCCC(=O)Nc1c(-c2cccs2)c(=O)c2ccccc2n1CC	2%	?	9%	-5%	9%	-2%	-7%	-9%
O=C(c1ccc2nc(N3CCCCC3)sc2c1)N1CCN(Cc2ccc3c(c2)OCO3)CC1	8%	?	-4%	i	?	1%	?	-64%[inhibitor]
Cc1oc(-c2cc(F)ccc2F)nc1CN1CCN(c2cnccn2)CC1	-3%	?	1%	i	?	-1%	?	-13%
CCC(C)NS(=O)(=O)c1ccc(OCC(=O)NCc2ccc3c(c2)OCO3)cc1 (stereo not drawn)	-4%	-4%	-13%	-7%	13%	-1%	7%	9%
O=C(NN1C(=O)/C(=C/C=C/c2ccccc2)SC1=S)c1ccncc1	-1%	-23%	104%[activator]	-7%	.	0%	4.5µM*	-20%
Cn1cc(CN2CCN(CCO)CC2)c(-c2ccc(Oc3ccccc3)cc2)n1	2%	4%	2%	i	13%[46 µM]	-2%	-4%	.
COc1ccc(C(=O)NCc2cn3cccc(C)c3n2)cc1OC	3%	-1%	2%	-6%	8%	-3%	-1%	-11%
O=C(c1ccccc1)c1cc[n+]([O-])cc1	-27%	-2%	0%	-17%	-11%	0%	-7%	5%
CCCOc1ccc(NC(=O)CC2C(=O)N(CC)C(=S)N2CCNC(C)=O)cc1 (stereo not drawn)	-8%	0%	-6%	-7%	1%	-3%	-1%	-19%
O=C(O)CC(Cn1cnnn1)c1ccccc1 (stereo not drawn)	-6%	1%	5%	-14%	4%	-2%	11%	-1%
C=CCN(C(=O)Cn1c(C(=O)OC)cc2oc(C)cc21)c1ccccc1	-7%	-14%	.	i	3%	-5%	-7%	.
Cc1cc([N+](=O)[O-])ccc1NC(=O)C[n+]1ccc(N(C)C)cc1	-7%	-4%	11%	7%	?	-5%	-4%	.
COC(=O)c1sc2nc(N3CCCCC3)c3c(c2c1N)CCCC3	1%	?	-4%	-8%	8%	-1%	?	-27%
Cc1ccc(-n2c(SCC(=O)NC3CCCCC3)nc3c(c2=O)SCC3)cc1	-8%	0%	2%	-1%	-4%	-3%	-3%	-5%
O=C(CNc1cccc2ccccc12)N/N=C/c1ccc(C(=O)O)cc1	0%	-5%	-9%	-5%	-1%	1%	-3%	-5%
COc1ccc(S(=O)(=O)NCCSCc2cccs2)cc1	-3%	2%	1%	-2%	-7%	-1%	1µM*	5%
COc1ccc(C2=C(C=Nc3c(C)n(C)n(-c4ccccc4)c3=O)C(c3ccccc3C)c3ccccc3O2)cc1OC (stereo not drawn)	-2%	4%	71%[activator]	18%	-10%	-3%	5%	-14%
Cc1ccc(-c2nc(CN(C)C(C3CC3)C3CC3)c(C)o2)cc1	5%	-5%	13%	7%	.	0%	3%	.
Cn1nnnc1SCC(=O)N1CCN(C(=O)c2ccco2)CC1	11%	-2%	-4%	-1%	-8%[9.22 µM]	1%	?	2%

An excerpt; rates above refer to the full screens.
